Assay outcomes deposited in PubChem BioAssay by National Center for Advancing Translational Sciences (NCATS).
POLI inh – blocks human DNA polymerase iota activity. AID 588590. 390,000 tested, 1% active. Pol iota fluorescent replication assay, 10 min. Potency, µM (highest dose often 115 µM), for inactives: top-dose activity, negative = inhibition, hits mostly inhibitors
Target sequence (Q9UNA4 whole entry, looked up): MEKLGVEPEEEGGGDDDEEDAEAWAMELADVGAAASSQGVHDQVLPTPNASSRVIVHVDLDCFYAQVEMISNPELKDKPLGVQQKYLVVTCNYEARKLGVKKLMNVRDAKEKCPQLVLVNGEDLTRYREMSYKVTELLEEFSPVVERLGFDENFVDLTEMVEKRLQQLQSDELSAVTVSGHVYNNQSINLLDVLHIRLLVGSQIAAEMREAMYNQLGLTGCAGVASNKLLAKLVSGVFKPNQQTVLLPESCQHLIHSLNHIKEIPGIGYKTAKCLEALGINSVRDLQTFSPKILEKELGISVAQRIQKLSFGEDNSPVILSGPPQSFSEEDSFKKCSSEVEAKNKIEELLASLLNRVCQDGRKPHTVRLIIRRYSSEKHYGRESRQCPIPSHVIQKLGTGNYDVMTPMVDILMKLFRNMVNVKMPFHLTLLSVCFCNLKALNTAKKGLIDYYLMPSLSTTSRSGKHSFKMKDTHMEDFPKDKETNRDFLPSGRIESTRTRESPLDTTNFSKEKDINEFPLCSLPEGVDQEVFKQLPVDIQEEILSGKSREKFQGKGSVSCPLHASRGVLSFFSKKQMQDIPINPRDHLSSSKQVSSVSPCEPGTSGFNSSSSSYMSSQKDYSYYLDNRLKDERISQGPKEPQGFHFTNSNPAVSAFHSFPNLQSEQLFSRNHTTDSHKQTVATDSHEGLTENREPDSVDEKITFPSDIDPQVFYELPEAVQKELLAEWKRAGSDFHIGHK
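Fluorescent replication assay read twice, at 0 min and 10 min after adding 50 nM (final) substrate. Enzyme (10 nM) and compounds were first incubated 15 min at room temperature; enzyme-free buffer wells were negative controls.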
Pol beta inh – blocks human DNA polymerase beta activity; Pol beta primer extension/strand displacement, fluorescence kinetic; Potency, µM (titrated, usually from 114 µM), without a hit: at the top dose activity change, negative = inhibition, usual class: inhibitors; 340,000 tested, 1.3% active; P06746; further: on the % scale 0 is the no-effect control and ±100 the full control effect
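Reaction started by 50 nM substrate onto compound-treated Pol beta (10 nM, 15 min preincubation, room temperature); plates read at 0 min and 10 min. Normalized concentration-effect data fitted by four-parameter Hill equation.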
BLM inh – blocks DNA unwinding by human BLM helicase. recombinant BLM DNA unwinding, fluorescence dequenching. Potency, µM (doses to about 56.1 µM), inactives show top-dose activity change, negative = inhibition, usual class: inhibitors. 350,000 tested, 0.2% active;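 further: plate controls were vehicle for no effect and no enzyme for full effect; nearly all actives have a fitted effect of over 35% in size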
BAZ2B block – BAZ2B (human) inhibition; AlphaScreen BAZ2B-H3K14Ac peptide displacement; Potency, µM (highest dose often 114 µM), without a hit: at the highest dose activity change, negative = inhibition, actives largely listed as inhibitors; 360,000 tested, 4.4% active; Q9UIF8; further: on the % scale 0 is the no-effect control and ±100 the full control effect; nearly all actives have a fitted effect of over 60% in size
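AlphaScreen luminescence quantifies BAZ2B engagement of H3K14Ac peptide; the protein and biotinylated peptide are both at 50 nM final, buffer PBS pH 7.4 with 0.01% Tween-20, all steps at room temperature.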
G9a block – inhibitors of human histone lysine methyltransferase G9a. Q96KQ7. G9a H3K9 monomethylation, AlphaScreen, 2 h. Potency, µM (series often up to 102 µM), for inactives: top-dose activity, negative = inhibition, hits mostly inhibitors. 350,000 tested, 8.8% active. AID 504332; further: on the % scale 0 is the no-effect control and ±100 the full control effect; nearly all actives have a fitted effect of over 75% in size
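AlphaScreen read-out: biotin-H3K9 peptide (500 nM) methylation by 20 nM enzyme with 20 uM SAM, 2 h at room temperature after 15 min compound preincubation; anti-monomethyl H3K9 antibody plus donor/acceptor beads, 10 min dark.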
Anesthetic bind – binds horse apoferritin like a general anesthetic; P02791; Potency, µM (top dose mostly 77.5 µM), for inactives: at the highest dose activity change, negative = displacement, hits mostly inhibitors; 350,000 tested, 0.074% active; AID 485281; apoferritin/1-aminoanthracene competitive binding, fluorescence; further: on the % scale 0 is the no-effect control and ±100 the full control effect; nearly all actives have a fitted effect of over 20% in size
Target sequence (P02791 2-175 limits assumed): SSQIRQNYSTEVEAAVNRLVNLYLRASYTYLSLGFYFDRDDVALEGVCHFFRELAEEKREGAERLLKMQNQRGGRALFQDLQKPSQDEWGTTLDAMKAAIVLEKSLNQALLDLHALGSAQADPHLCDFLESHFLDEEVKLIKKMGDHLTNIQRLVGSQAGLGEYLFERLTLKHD
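Probe: 1-aminoanthracene (50% saturated, PBS). Protein: horse-spleen apoferritin, 10 uM. Incubation: 10 min, room temperature. Detection: 380 nm excitation, 535 nm emission. Analysis: normalized response, four-parameter Hill.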
APE1 inh – inhibitors of human APE1 endonuclease; P27695; recombinant APE1, TAMRA/BHQ-2 abasic DNA cleavage fluorescence; Potency, µM (doses to about 65.8 µM), without a hit: at the highest dose activity change, negative = inhibition, most hits filed as inhibitors; 350,000 tested, 0.35% active; AID 2517;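 further: plate controls were vehicle for no effect and reference inhibitor for full effect; nearly all actives have a fitted effect of over 55% in size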
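Step 1: APE1 (0.75 nM) with compound, 15 min RT. Step 2: add 50 nM fluorophore/quencher THF duplex. Step 3: three fluorescence reads 60 s apart (525/598 nm); read 3 minus read 1 = reaction progress.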
POLK inh – inhibitors of human DNA polymerase kappa; Q9UBT6; purified Pol kappa, fluorescent DNA synthesis assay, 10 min; Potency, µM (doses to about 107 µM), inactives show top-dose activity, negative = inhibition, usual class: inhibitors; 400,000 tested, 0.53% active; AID 588579; further: on the % scale 0 is the no-effect control and ±100 the full control effect
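Activity was followed as the change in fluorescence between reads at 0 and 10 min after starting the reaction with 50 nM substrate. Beforehand, 10 nM polymerase had been preincubated with compound for 15 min at room temperature.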
POLH inh – inhibitors of human DNA polymerase eta | recombinant Pol eta, fluorescent DNA replication assay | Potency, µM (top dose mostly 114 µM), for inactives: at the top dose activity change, negative = inhibition, most hits filed as inhibitors | 390,000 tested, 1.2% active; further: on the % scale 0 is the no-effect control and ±100 the full control effect
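Fluorescent replication assay: 50 nM final substrate added after a 15 min room-temperature compound preincubation with 10 nM enzyme. Signal taken at 0 min and again at 10 min.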
* marks the source's active call; other numbers are inactive results; ? = inconclusive; . = not tested or not shown; & = joins results of further samples; [ ] = another dose, or the depositor's remark. The call rests on the fitted dose curve; in most records, active means well fitted curve in the direction sought with a large enough effect; inconclusive means small, poorly fitted or top-dose-only effect, or another doubt; inactive means no such curve, though single readings can be large; an effect the other way counts as inactive or inconclusive. Potency means the concentration at half of the fitted maximal effect.

SMILES	POLI inh	Pol beta inh	BLM inh	BAZ2B block	G9a block	Anesthetic bind	APE1 inh	POLK inh	POLH inh
NC1=NC(=O)/C(=C\c2cc([N+](=O)[O-])ccc2Cl)S1	-20%	10%	-3%	.	-3%	-8%	-3%	-23%	0%
CC(=O)N1c2ccc(S(=O)(=O)N3CCC(C(=O)Nc4cccc(C)c4)CC3)cc2CC1C (stereo unspecified)	-2%	5%	-6%	-4%	19%[59 µM]	-7%	18%	-10%	-13%
CCC(=O)O[C@@]1(C(=O)CCl)C(C)CC2C3CCC4=CC(=O)C=C[C@@]4(C)[C@]3(F)C(O)C[C@]21C (stereo partly specified)	.	.	6%	.	-29%[2.33 µM]	-18%	.	-10%[60.1 µM]	.
Cc1ccc(C(=O)Oc2ccc(-c3nnco3)cc2)o1	3%	.	.	-3%	4%[0.501 µM]	.	9%	2%	-4%
CCOC(=O)C(CC)Sc1nc2c(c(=O)[nH]c(=O)n2C)n1C/C=C(/C)Cl (stereo unspecified)	?	15%	1%	-3%	?	-18%	?	-6%	-10%
Cc1c(-c2ccccc2)nc2ccccc2c1C(=O)O	-2%[58.9 µM]	-10%	-2%	1%	19%[59 µM]	-8%	0%	0%	-10%
O=C(O)COc1ccccc1C=NNc1ccc([N+](=O)[O-])cc1S(=O)(=O)Nc1ccc(Cl)cc1	?	.	.	.	.	.	-4%	-34%	22µM*
CCN=C1S/C(=C\c2ccc(OCC)c(OC)c2)C(=O)N1CC	-30%	0%	0%	1%	1%	-11%	0%	-3%	-9%
CCCCC(C(=O)OCC)C(N)Cc1ccc(F)cc1 (stereo unspecified)	?	2%	1%	12%	4%	-12%	0%	-9%	-14%
O=S(=O)(Nc1ccc(Cl)nn1)c1ccccc1	21%	-25%	-3%	-37%	-33%	-6%	-1%	11%	-2%
Cn1c(SCc2c(Cl)cccc2Cl)nnc1-c1ccc2nonc2c1	-14%	2%	0%	-11%	3%	-17%	-5%	-2%	-10%
COC(=O)c1ccc(C(C(=O)NC2CCCCC2)N(Cc2ccccc2)C(=O)Cc2cccs2)cc1 (stereo unspecified)	-24%	19%	-5%	-6%	-4%[59 µM]	2%	3%	-13%	-20%
CN(C)c1ccc(-c2nccc(NCCN3CCOCC3)n2)cc1	.	.	-9%	.	.	1%	-3%	0%[60.1 µM]	.
Cn1c(SCCSc2nnc(-c3ccccc3)n2C)nnc1-c1ccccc1	.	5%	-1%	-2%	22%[59 µM]	-8%	10%	.	.
CN(C)CCn1c2c(c(SCC(=O)Nc3ccccc3C(F)(F)F)nc1=O)CCCC2	-2%	.	.	-1%	7%[0.501 µM]	.	11%	-3%	-19%
CCOC(=O)c1[nH]c(C)c(C(=O)N2CCN(c3ccccc3)CC2)c1C	-12%	5%	-2%	?	14%[2.33 µM]	-12%	?	-5%	-5%
CSc1ccc(CCNC(=O)c2ccc(-c3nc(COc4ccccc4)c(C)o3)cc2)cc1	23%	1%	-4%	0%	5%[59 µM]	-5%	.	-13%	-9%
CC1CN(C(=O)c2cc(-c3ccncc3)nc3ccccc23)CC(C)O1 (stereo unspecified)	13%	.	.	12%	9%[12.7 µM]	.	-3%	28%	-10%
Cn1c(N)c(C(=O)COC(=O)CCCc2nc3ccccc3s2)c(=O)n(C)c1=O	54%[activator]	13%	-1%	.	4%	-20%	-1%	-6%	-3%
O=C(COC(=O)CCSc1ccccc1)Nc1ccccc1	-19%	.	.	.	.	.	24%	9%	-10%
CCOC(=O)[C@@H]1C(c2c(OC)cc(OC)cc2OC)=NO[C@@H]1C(=O)OCC	176%[activator]	5%	3%	4%	24%[59 µM]	7%	?	-6%	-20%
COC(=O)COc1ccc(S(=O)(=O)Nc2cc([N+](=O)[O-])ccc2C)cc1	45%[activator]	-8%	-7%	-3%	-5%	-6%	0%	-4%	-11%
CC(C)N1C/C(=C/c2ccsc2)C(=O)/C(=C/c2ccsc2)C1	9%	2%	-1%	45µM*	?	-17%	2%	-10%	0%
Cn1c(N/N=C/c2cccs2)nc2c1c(=O)n(Cc1ccccc1)c(=O)n2C	25%	-21%	-2%	-6%	2%[59 µM]	2%	-2%	-3%	-7%
Cc1cc(C)c(C#N)c(SCc2ccccc2C(=O)O)n1	3%	0%	2%	.	15%[59 µM]	-16%	1%	2%	-13%
(more compounds)
SMILES	POLI inh	Pol beta inh	BLM inh	BAZ2B block	G9a block	Anesthetic bind	APE1 inh	POLK inh	POLH inh
Cc1ccc(NC(=O)CNC(=O)N2CC(=O)Nc3ccccc32)cc1F	-12%	1%	0%	-3%	11%	-6%	43%	-7%	-1%
Cc1ccc(C(=O)OCCN2CCN(c3ncc(C(F)(F)F)cc3Cl)CC2)cc1	9%	14%	-5%	14%	19%[2.33 µM]	-19%	0%	-4%	-8%
CN(CC(=O)Nc1cccc2c1CCCC2)S(=O)(=O)c1ccc(Cl)cc1	?	1%	-3%	6%	.	-8%	-3%	-19%	-1%
COc1cc(NC(=S)NNC(=O)C(C)(C)O)cc(OC)c1	8%	40%	0%	-17%	.	-9%	8%	-1%	1%
O=C(CN1C(=O)COc2ccc(Cl)cc21)N1CCc2ccccc21	-9%[58.9 µM]	-23%	-2%	3%	-8%[59 µM]	-6%	1%	-11%	-12%
O=C(Nc1ccccc1Cl)c1ccc(S(=O)(=O)NCC2CCCO2)cc1 (stereo unspecified)	-19%	-21%	0%	-22%	-6%	-7%	24%	-10%	-18%
Clc1ccc(SCCn2ccnc2)cc1	9%	14%	2%	56µM*	32µM*	-16%	2%	-11%	1%
Clc1ccccc1-c1ccc2ncnc(NCc3ccc4c(c3)OCO4)c2c1	9%	.	.	-31%&-30%	-3%[12.7 µM]	.	13%&27%	2%	-17%
Cc1ccc(S(=O)(=O)n2nc(C)c(S(=O)(=O)N3CCCCCC3)c2C)cc1	-7%	10%	0%	-25%	7%[59 µM]	1%	.	-12%[60.1 µM]	-12%
CCN(C(=O)C1CCN(S(=O)(=O)c2ccc3c(c2)oc(=O)n3C)CC1)c1cccc(C)c1	-9%	-2%	0%	-6%	-6%	-3%	-6%	12%	-9%
O=C(Nc1ccc(OC(F)(F)F)cc1)Oc1ccccc1N1CCOCC1	-15%	1%	-2%	-18%	-2%	-9%	10%	0%	-18%
Cc1ccc(-n2cc(C(=O)OCc3ccc(F)c(F)c3)c3ccccc3c2=O)cc1	12%	24%	-7%	7%	7%[59 µM]	-12%	.	-3%[60.1 µM]	6%
COc1cccc(NC(=O)COC(=O)CCS(=O)(=O)c2ccc(C)cc2)c1	170%[activator]	26%	-1%	-15%	-4%	-17%	-7%	0%	-14%
Cn1c(SCC(=O)NCc2ccc3c(c2)OCO3)nnc1-c1c[nH]c2ccccc12	0%	3%	2%	-5%	-13%[59 µM]	-5%	-6%	1%	-13%
O=C(NCc1cccnc1)c1cn(CCc2ccccc2)nn1	-2%	11%	0%	10%	?	5%	15%	-3%	-14%
O=C1CCc2cc(S(=O)(=O)N3CCC(C(=O)NCc4ccccn4)CC3)ccc2N1	.	21%	-4%	-1%	18%	-7%	-1%	.	.
COc1ccc(-c2nc(C)sc2CC(=O)O)cc1OC	-3%	11%	-4%	-16%	?	-5%	-3%	1%	-9%

Some of the entries so far, field by field:
> O=C1CCc2cc(S(=O)(=O)N3CCC(C(=O)NCc4ccccn4)CC3)ccc2N1
  POLI inh: .	Pol beta inh: 21%	BLM inh: -4%	BAZ2B block: -1%	G9a block: 18%	Anesthetic bind: -7%	APE1 inh: -1%	POLK inh: .	POLH inh: .

> COc1cc(NC(=S)NNC(=O)C(C)(C)O)cc(OC)c1
  POLI inh: 8%	Pol beta inh: 40%	BLM inh: 0%	BAZ2B block: -17%	G9a block: .	Anesthetic bind: -9%	APE1 inh: 8%	POLK inh: -1%	POLH inh: 1%

> Cc1ccc(-n2cc(C(=O)OCc3ccc(F)c(F)c3)c3ccccc3c2=O)cc1
  POLI inh: 12%	Pol beta inh: 24%	BLM inh: -7%	BAZ2B block: 7%	G9a block: 7%[59 µM]	Anesthetic bind: -12%	APE1 inh: .	POLK inh: -3%[60.1 µM]	POLH inh: 6%

> Cn1c(SCC(=O)NCc2ccc3c(c2)OCO3)nnc1-c1c[nH]c2ccccc12
  POLI inh: 0%	Pol beta inh: 3%	BLM inh: 2%	BAZ2B block: -5%	G9a block: -13%[59 µM]	Anesthetic bind: -5%	APE1 inh: -6%	POLK inh: 1%	POLH inh: -13%

Not all compounds are listed, so the mix of outcomes need not match the whole.
